# BAZ2B inh: inhibitors of human BAZ2B bromodomain | Q9UIF8 | AlphaScreen BAZ2B-H3K14Ac peptide displacement | Potency, µM (doses to about 114 µM), for inactives: at the highest dose activity change, negative = inhibition, actives largely listed as inhibitors | 4.4% of 360,000 active; note: potency is the fitted concentration of half-maximal effect; % is set by controls: 0 for no effect and ±100 for the full control effect; nearly all actives have a fitted effect of over 60% in size
#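 BAZ2B 50 nM plus b-H3(5-23)K14Ac 50 nM, PBS pH 7.4/0.01% Tween-20, 30 min RT; compound added (max 110 uM), 30 min RT; streptavidin donor/Ni-chelate acceptor beads 10 ug/mL final, 20 min dark; AlphaScreen read.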
# Pin1 inhibitor: human Pin1 inhibition; Q13526; Pin1 FP peptide displacement, HiFluor488, 10 min; Potency, µM (highest dose often 115 µM), inactives show at the top dose activity, negative = inhibition, usual class: inhibitors; 0.009% of 390,000 active; active = well fitted inhibition curve with a large enough effect in the polarisation, with a control signal flat, not every such curve was filed as active; inconclusive = small, poorly fitted or top-dose-only effect, or effect the other way, or a change in a side signal; inactive = no such curve, though single readings can be large or run the other way; the % refers to the polarisation; note: potency is the fitted concentration of half-maximal effect; % is set by controls: 0 for no effect and ±100 for the full control effect
# GLS inh: glutaminase GLS (human) inhibition; GLS enzymatic activity, qHTS titration; Potency, µM (highest dose often 45.5 µM), inactives show at the highest dose activity change, negative = inhibition, most hits filed as inhibitors; 0.21% of 410,000 active; AID 624170; note: potency is the fitted concentration of half-maximal effect; % is set by controls: 0 for no effect and ±100 for the full control effect
#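 Human kidney-isoform GLS in 45 mM KH2PO4 pH 8.2, 0.02% Tween-20, with compound, started with 1mM L-Glutamine (added stock). Glutamate oxidase/HRP/Amplex red coupled fluorescence read at start and after 30 min at RT.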
# POLH inh: blocks human DNA polymerase eta activity; recombinant Pol eta, fluorescent DNA replication assay; Potency, µM (series often up to 114 µM), without a hit: at the top dose activity change, negative = inhibition, actives largely listed as inhibitors; AID 588591; Q9Y253; 1.2% of 390,000 active; note: potency is the fitted concentration of half-maximal effect; % is set by controls: 0 for no effect and ±100 for the full control effect
#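 Pol eta at 10 nM preincubated with compounds 15 min at room temperature; reaction started with fluorescent substrate (50 nM final) and read kinetically at 0 and 10 min.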
# Tb PGK inh: inhibitors of T. brucei phosphoglycerate kinase; P07378; PGK/GAPDH coupled, Kinase-Glo luminescence, 60 min; Potency, µM (titrated, usually from 57.5 µM), inactives show at the highest dose activity change, negative = inhibition, usual class: inhibitors; 0.043% of 380,000 active; AID 602233; note: potency is the fitted concentration of half-maximal effect; % is set by controls: 0 for no effect and ±100 for the full control effect; nearly all actives have a fitted effect of over 60% in size
#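 Luminescent ATP detection (Kinase-Glo Plus) follows a 60-minute room-temperature incubation, with wells lacking PGK as controls. Buffer: 100 mM TEA (pH 7.6), 5 mM MgCl2, 0.01% Tween-20. Coupling enzyme GAPDH (100 nM final) supplies unstable 1,3-BPG in-well.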
# JMJD2A Tudor: blocks the human JMJD2A Tudor domain; O75164; AlphaScreen JMJD2A-Tudor / H3K4me3 peptide binding; Potency, µM (doses to about 114 µM), for inactives: at the top dose activity change, negative = inhibition, actives largely listed as inhibitors; 4.4% of 390,000 active; AID 504339; note: potency is the fitted concentration of half-maximal effect; % is set by controls: 0 for no effect and ±100 for the full control effect; nearly all actives have a fitted effect of over 50% in size
# HP1b binding inh: blocks HP1-beta chromodomain binding to methylated histone tails; AID 540317; AlphaScreen HP1-beta / biotin-H3K9me3 peptide binding; Potency, µM (doses to about 114 µM), without a hit: at the highest dose activity change, negative = inhibition, actives largely listed as inhibitors; 0.56% of 390,000 active; P83916; note: potency is the fitted concentration of half-maximal effect; nearly all actives have a fitted effect of over 70% in size; inactives centre near 23
# Target sequence (P83916 whole entry, looked up): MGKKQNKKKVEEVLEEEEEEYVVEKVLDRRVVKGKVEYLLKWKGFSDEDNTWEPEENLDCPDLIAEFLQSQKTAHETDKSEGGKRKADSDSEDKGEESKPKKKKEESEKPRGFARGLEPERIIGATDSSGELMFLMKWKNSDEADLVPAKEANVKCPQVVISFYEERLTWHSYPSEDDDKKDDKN
#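 Compound inhibition of the preformed complex between 50 nM HP1-beta and 50 nM biotinylated H3K9me3 peptide was read by AlphaScreen. Buffer was PBS pH 7.4 with 0.01% Tween-20. Incubations ran 30 min at room temperature, with 10 ug/mL donor/acceptor beads.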
# G9a block: G9a (human) methyltransferase inhibition; G9a H3K9 monomethylation, AlphaScreen, 2 h; Potency, µM (top dose mostly 102 µM), for inactives: at the highest dose activity, negative = inhibition, actives largely listed as inhibitors; 8.8% of 350,000 active; Q96KQ7; note: potency is the fitted concentration of half-maximal effect; % is set by controls: 0 for no effect and ±100 for the full control effect; nearly all actives have a fitted effect of over 75% in size
# Target sequence (Q96KQ7 913-1193 limits assumed): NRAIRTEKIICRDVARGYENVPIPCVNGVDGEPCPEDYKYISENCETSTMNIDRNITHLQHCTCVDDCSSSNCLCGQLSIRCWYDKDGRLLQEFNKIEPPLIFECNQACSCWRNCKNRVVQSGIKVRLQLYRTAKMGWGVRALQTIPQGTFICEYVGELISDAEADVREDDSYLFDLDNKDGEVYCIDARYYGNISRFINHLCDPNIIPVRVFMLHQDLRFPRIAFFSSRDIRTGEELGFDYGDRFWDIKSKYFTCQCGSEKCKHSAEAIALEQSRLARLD
#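 AlphaScreen read-out: biotin-H3K9 peptide (500 nM) methylation by 20 nM enzyme with 20 uM SAM, 2 h at room temperature after 15 min compound preincubation; anti-monomethyl H3K9 antibody plus donor/acceptor beads, 10 min dark.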
# PI4K2A block: PI4K2A (human) kinase inhibition; Q9BTU6; purified PI4K2A, ADP-Glo luminescence, 1 h; active compounds read low; activity change, negative = inhibition, % at 76.9 µM; 0.13% of 420,000 active; AID 1346378; in the data active = activity change below about -50%; inconclusive = mostly about -30% to -49%;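 note: -100% = wells without enzyme as full effect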
# Target sequence (Q9BTU6 whole entry, looked up): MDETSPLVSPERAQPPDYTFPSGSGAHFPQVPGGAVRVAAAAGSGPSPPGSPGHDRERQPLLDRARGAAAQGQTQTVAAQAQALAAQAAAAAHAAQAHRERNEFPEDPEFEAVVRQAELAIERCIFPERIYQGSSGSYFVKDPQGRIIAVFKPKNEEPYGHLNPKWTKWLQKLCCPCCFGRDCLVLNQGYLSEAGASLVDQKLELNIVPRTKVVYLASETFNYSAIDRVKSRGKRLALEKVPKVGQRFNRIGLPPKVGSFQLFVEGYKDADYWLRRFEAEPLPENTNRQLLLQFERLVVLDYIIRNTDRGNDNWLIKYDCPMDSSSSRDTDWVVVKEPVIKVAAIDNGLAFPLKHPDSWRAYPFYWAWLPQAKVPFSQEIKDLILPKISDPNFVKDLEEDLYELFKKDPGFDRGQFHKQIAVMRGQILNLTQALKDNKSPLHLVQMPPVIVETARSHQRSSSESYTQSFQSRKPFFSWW
#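 Compounds are screened against recombinant PI4K2A using PI as substrate and ATP, the latter dispensed at 300 microM. Reactions run one hour at ambient temperature before ADP-Glo detection; full inhibition defined by wells lacking enzyme.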
# * hit, by the source's call; i = inactive; ? = inconclusive; nt = not tested or not shown; & = joins results of further samples; [ ] = another dose, or the depositor's remark. Unless noted, calls come from the whole dose curve; as a rule, active = well fitted curve in the direction sought with a large enough effect; inconclusive = small, poorly fitted or top-dose-only effect, or another doubt; inactive = no such curve, though single readings can be large; an effect the other way counts as inactive or inconclusive.
# The first six compounds, ahead of the listing:
nr	BAZ2B inh	Pin1 inhibitor	GLS inh	POLH inh	Tb PGK inh	JMJD2A Tudor	HP1b binding inh	G9a block	PI4K2A block	structure
1	-6.3%	1.0%	0.0%	7.3%	-9.8%	0.6%	21.6%	?	3.5	COc1ccc(NC(=O)Cn2nnc(-c3ccccc3F)n2)cc1Cl
2	18.1%	37.5%[activator]	-3.2%	-20.2%	i	22.8%	96.6%[activator]	59.6%[activator]	3.6	CSc1nnc(Cc2sc(-c3ccccc3)nc2-c2ccccc2)o1
3	12.6%	14.8%	0.2%	-20.2%	i	11.7%	59.1%[activator]	-1.7%[59 µM]	0.9	Cc1cc(-c2ccc(C)c(S(=O)(=O)N3c4ccccc4CC3C)c2)on1 (stereo not given)
4	0.6%	2.9%	3.7%	-10.7%	-3.3%	-12.0%	27.2%	7.0%[0.501 µM]	0.6	CCOC(=O)[C@H]1[C@H]2COc3ccccc3[C@@H]2N2C(=O)CNC(=O)[C@@]12C
5	-6.9%	3.1%	17.8%	5.3%	i	-36.0%	-8.4%	14.2%[12.7 µM]	1.0	Cc1ccc(CCNC(=O)C2CCCN(C(=O)c3cc4sccc4n3C)C2)cc1 (stereo not given)
6	2.2%	4.4%	-1.9%	3.1%	-9.6%	-5.7%	22.7%	14.1%[2.33 µM]	0.8	Cc1cc(C(=O)Nc2cccc3ncccc23)no1

# This part in full (from the top)
nr	BAZ2B inh	Pin1 inhibitor	GLS inh	POLH inh	Tb PGK inh	JMJD2A Tudor	HP1b binding inh	G9a block	PI4K2A block	structure
1	-6.3%	1.0%	0.0%	7.3%	-9.8%	0.6%	21.6%	?	3.5	COc1ccc(NC(=O)Cn2nnc(-c3ccccc3F)n2)cc1Cl
2	18.1%	37.5%[activator]	-3.2%	-20.2%	i	22.8%	96.6%[activator]	59.6%[activator]	3.6	CSc1nnc(Cc2sc(-c3ccccc3)nc2-c2ccccc2)o1
3	12.6%	14.8%	0.2%	-20.2%	i	11.7%	59.1%[activator]	-1.7%[59 µM]	0.9	Cc1cc(-c2ccc(C)c(S(=O)(=O)N3c4ccccc4CC3C)c2)on1 (stereo not given)
4	0.6%	2.9%	3.7%	-10.7%	-3.3%	-12.0%	27.2%	7.0%[0.501 µM]	0.6	CCOC(=O)[C@H]1[C@H]2COc3ccccc3[C@@H]2N2C(=O)CNC(=O)[C@@]12C
5	-6.9%	3.1%	17.8%	5.3%	i	-36.0%	-8.4%	14.2%[12.7 µM]	1.0	Cc1ccc(CCNC(=O)C2CCCN(C(=O)c3cc4sccc4n3C)C2)cc1 (stereo not given)
6	2.2%	4.4%	-1.9%	3.1%	-9.6%	-5.7%	22.7%	14.1%[2.33 µM]	0.8	Cc1cc(C(=O)Nc2cccc3ncccc23)no1
7	-3.5%	2.3%	-0.1%	-2.9%	-3.8%	-3.4%	13.5%	0.8%[0.501 µM]	-1.6	O=C(COC(=O)/C=C/c1ccccc1)NCCNC(=O)COC(=O)/C=C/c1ccccc1
8	-7.3%	-10.7%	nt	0.4%	-8.7%	-23.2%	-7.1%	4.0%[12.7 µM]	3.5	Cc1ccc(C)c(S(=O)(=O)N2CCN(CC(=O)Nc3ccc4c(c3)OCCO4)CC2)c1
9	-5.7%	-5.3%	0.9%	-18.4%	-1.8%	-7.0%	30.5%[activator]	-7.4%	-14.0	CC(=O)O/N=C(\N)c1cnn2c(C(F)(F)F)cc(C(F)(F)F)nc12
10	-1.3%	4.2%	-1.6%	-11.9%	-6.3%	-2.1%	14.5%	-12.3%	-15.9	CCOc1ccccc1NC(=O)C1CCN(S(=O)(=O)c2c(C)nn(C)c2C)CC1
11	-22.9%&-3.4%	3.7%&4.2%	16.9%&7.8%	-5.0%&-11.9%	-1.5%&-8.6%	-9.7%&-7.2%	-4.6%&47.5%	-33.0%	-3.2&-0.5	COc1ccc(NC(=O)C2CCC(CNS(=O)(=O)c3cccs3)CC2)cc1OC (stereo not given)
12	44.7µM*	-5.7%	5.3%	-20.4%	3.9%	-32.7%	-24.6%	32.2%[59 µM]	2.2	COc1ccc(NC(=S)NCCc2c[nH]c3ccccc23)cc1
13	-1.1%	-10.7%	-11.5%	-7.2%	-5.7%	-2.2%	52.5%	-26.2%	-1.1	CS(=O)(=O)Nc1ccc(C(=O)NCc2ccccn2)cc1
14	7.3%	10.5%	0.5%	11.6%	nt	-18.0%	16.0%	18.7%	1.4	Cc1ccc(N(CC(=O)NC(C)c2ccccc2)S(=O)(=O)c2cccs2)cc1 (stereo not given)
15	-1.1%	10.2%	0.0%	-19.2%	i	6.7%	28.4%	8.8%	4.9	CCC(=O)NNC(=O)Cc1c(C)n(C(=O)c2ccc(Cl)cc2)c2ccc(OC)cc12
16	-30.5%	-2.6%	8.0%	-19.3%	1.0%	-0.7%	37.9%	-0.4%	-3.1	COc1ccc(/C=N/NC(=O)CSc2n[nH]c(=O)[nH]c2=O)cc1
17	-1.3%	-0.7%	5.9%	-15.5%	-5.6%	-14.1%	6.6%	-26.2%[59 µM]	1.3	COc1ccc(Cl)cc1NC(=O)N1CCN(CCc2ccccc2)CC1
18	-28.2%	5.4%	0.0%	-5.0%	-5.6%	-0.7%	8.9%	4.6%	0.9	CC(C)(C)C(=O)c1cn(CC(=O)O)c2ccccc12
19	-15.5%	-4.5%	-2.5%	-15.3%	-1.0%	-23.4%	19.8%	21.9%	-2.6	CCN(CC)S(=O)(=O)c1cccc(C(=O)OC2CC(C)OC2=O)c1 (stereo not given)
20	16.4%	?	2.6%	-12.5%	1.3%	?	36.9%[activator]	50.1µM*	-0.3	Cc1ccnc(SCC(=O)c2ccc(Br)cc2)c1C#N
21	17.4%	-1.7%	0.1%	-20.5%	3.9%	4.8%	34.7%	9.4%	-1.0	CCN1C(=O)C(CC(=O)Nc2ccc(F)cc2)N(Cc2cccs2)C1=S (stereo not given)
22	-37.9%	-15.6%	-6.3%	-10.5%	-8.4%	-28.3%	38.1%	?	-17.3	COc1cccc(C(=O)Nc2nc3nc(C)c(Cc4ccccc4)c(=O)n3[nH]2)c1
23	-4.2%	-0.9%	-4.8%	-16.3%	i	-4.1%	46.9%	-4.6%	5.6	NC(=O)C1Cc2ccccc2CN1S(=O)(=O)c1cccs1 (stereo not given)
24	?	21.1%	10.5%	-18.4%	-5.4%	?	-9.3%	?	7.0	Cc1ccc(Nc2nc(CSc3nnc(-c4cccnc4)n3-c3ccccc3C)cs2)cc1
25	nt	-2.8%	-2.7%	-8.4%	-5.9%	-10.1%	42.6%[activator]	nt	1.4	COC(=O)[C@]1(Cc2ccccc2)N[C@H](CN(C)C(=O)COc2ccccc2)[C@@H]2C(=O)N(Cc3ccccc3)C(=O)[C@@H]21
26	-33.0%	2.3%	-4.9%	-15.5%	i	-25.2%	39.0%	?	-2.6	CC1=C(C(=O)OC2CCCCC2)C(c2ccccc2Br)NC(=O)N1 (stereo not given)
27	-3.1%	-16.6%	-4.6%	-3.7%	nt	-19.8%	31.1%	11.2µM*	6.8	Cc1nc2sc(C(c3ccco3)N3CCOCC3)c(O)n2n1 (stereo not given)
28	1.9%	-3.2%	-9.8%	-17.5%	i	-19.1%	33.4%[activator]	4.6%[12.7 µM]	-12.3	O=c1cc(CN2CCN(c3cccc(Cl)c3)CC2)c2cc(O)c(-c3ccccc3)cc2o1
29	-2.0%	-1.2%	-13.2%	-1.8%	-1.8%	1.0%	54.6%[activator]	25.7%	-1.8	O=C(CC1S/C(=N/N=C2CCCCCC2)NC1=O)Nc1ccccc1F (stereo not given)
30	-38.9%	-5.4%	17.2%	-6.2%	-9.3%	-11.9%	38.8%[activator]	?	0.9	O=S(=O)(Nc1nc2ccc(S(=O)(=O)N3CCCCC3)cc2s1)c1ccccc1
31	15.3%	8.0%	0.0%	-0.6%	4.6%	-14.4%	23.1%	10.9%	-5.4	COc1ccc(-c2csc(NC(=O)CSc3nnnn3C)n2)c(OC)c1
32	7.9%	-0.7%	2.4%	-15.6%	8.3%	-12.6%	50.5%[activator]	6.0%	1.8	Cc1cccc2sc(NC(=O)CSc3cn[nH]n3)nc12
33	-7.8%	2.3%	4.1%	-15.1%	-1.4%	-21.4%	25.7%	8.6%	9.6	CC(C)(C)c1cccc(C2(O)C(=O)c3ccccc3C2=O)c1O
34	23.4%	6.9%	-2.4%	-12.3%	-12.2%	48.6%[activator]	80.9%[activator]	6.1%[12.7 µM]	-0.1	Cc1nc(-c2ccc(Cl)cc2)sc1C1(C)CC(c2ccccc2F)=NO1 (stereo not given)
35	-22.3%	8.4%	0.3%	-17.4%	-5.3%	-34.7%	5.4%	26.0%[12.7 µM]	1.4	COc1ccc(C2=NN(C(=O)CN3CCCCC3)C(c3ccc(C)cc3)C2)cc1 (stereo not given)
36	-38.9%	?	20.1%	-3.8%	-8.5%	?	6.0%	-27.1%[59 µM]	-4.9	CSc1ccc(C2C(C#N)=C(N)Oc3cc4c(cc32)OCO4)cc1 (stereo not given)
37	-1.0%[57.1 µM]	-3.7%	nt	-13.8%	12.6%	5.3%	43.1%[activator]	-9.2%	0.1	CCCCOP(=O)(c1ccc(N(C)C)cc1)C(O)c1cccnc1 (stereo not given)
38	-8.8%	-6.3%	-2.9%	-25.3%	0.5%	-32.2%	3.1%	50.1µM*	-0.9	CC(Nc1cccc([N+](=O)[O-])c1)C(=O)Nc1ccc(S(=O)(=O)N2CCCC2)cc1 (stereo not given)
39	0.5%	-1.8%	4.8%	1.9%	1.8%	-2.8%	15.7%	16.8%	-2.1	Cc1ccc(NC(=O)C2CCN(C(=O)c3ccco3)CC2)cc1C

# From PubChem BioAssay

# A portion of the library; rates above refer to the full screens.
